m5-HT2A agonist: mouse Htr2a agonists via beta-arrestin recruitment, primary screen, cell-based, luminescence; 5-hydroxytryptamine receptor 2A (Mus musculus), P35363; actives 0.66% (n = 360,000); CHO-K1 mHTR2A beta-arrestin complementation; percent of 30 µM serotonin response; activation, % at 7.6 µM;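 active means activation above a run cutoff, the mean activation of all tested compounds plus 3 SD, cut at about 14% in these data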;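 further: 0% = plate median of compound wells and 100% = 30 µM serotonin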
Target sequence (P35363 whole entry, looked up): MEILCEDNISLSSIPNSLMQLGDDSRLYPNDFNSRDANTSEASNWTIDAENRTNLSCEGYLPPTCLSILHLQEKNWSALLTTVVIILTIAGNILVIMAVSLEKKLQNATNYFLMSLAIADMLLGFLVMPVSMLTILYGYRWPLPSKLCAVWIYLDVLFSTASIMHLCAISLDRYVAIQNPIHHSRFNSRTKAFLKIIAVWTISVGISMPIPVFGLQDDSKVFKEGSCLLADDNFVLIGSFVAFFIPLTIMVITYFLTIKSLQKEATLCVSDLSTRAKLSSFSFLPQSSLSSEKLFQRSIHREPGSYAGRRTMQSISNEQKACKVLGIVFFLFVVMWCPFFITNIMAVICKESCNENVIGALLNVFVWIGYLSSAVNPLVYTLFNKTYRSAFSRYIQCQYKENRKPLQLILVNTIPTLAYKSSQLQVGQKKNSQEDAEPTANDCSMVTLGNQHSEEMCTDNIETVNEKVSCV
Cardio protect: cardioprotection against H2O2-induced cell death, primary screen, uHTS, H9c2 cells, ATPLite luminescence. actives 0.63% (n = 360,000). H9c2 cardiomyocytes, H2O2 injury protection, 2 h. protection from H2O2 cell death, % at 20 µM;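 active means compounds giving at least 50% protection of heart cells from peroxide-induced death in the single-dose screen, raw or plate-pattern-corrected value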;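 further: 0% = DMSO wells with peroxide and 100% = DMSO wells without peroxide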
iPSC survival up: enhancers of single-cell hiPSC survival, primary screen, ATPlite luminescence; 100% = ROCK inhibitor wells, 0% = DMSO; actives 0.044% (n = 360,000); AID 602274, 2012; survival enhancement, % at 20 µM; in the data active means survival enhancement above about 18%;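 further: cells exposed to compounds for 16 hours before the ATP read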
Glyco luc inh: increase of ERlucT glycosylation luciferase signal, primary screen, N-linked glycosylation inhibitor project, D54 ERlucT cells, luminescence, set 2; D54 ERlucT glycosylation luciferase reporter, 24 h; percent of 100 nM tunicamycin response; reporter increase, % at 12.5 µM; actives 0.23% (n = 360,000); AID 588692, 2011;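 active means mean luciferase reporter signal, scaled so untreated is 0 and the glycosylation-blocking control 100, at or above a set limit in every replicate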;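 further: luciferase carries N-glycosylation sites so blocking glycosylation raises the light; 0% = median of neutral control wells and 100% = median of 100 nM tunicamycin wells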
ABCB6 inh 2: ABCB6 transporter inhibitors, primary screen, K562-ABCB6 cells, flow cytometry, MLPCN library; K562-ABCB6 porphyrin accumulation, 1 h; hits give low values; actives 0.19% (n = 360,000); fluorescence ratio to DMSO, % at 10 µM; ATP-binding cassette sub-family B member 6 (Homo sapiens), Q9NP58;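 active means fluorescence ratio to DMSO below 75%, the collection mean minus 3 SD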;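 further: signal is porphyrin accumulated inside mitochondria; 100% equals median channel fluorescence of DMSO control wells; lower ratio means ABCB6 inhibition with less porphyrin fluorescence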
Exocytosis inh: LAMP-1 surface exposure blockers, TALL-104 cells – cell-based, flow cytometry, MLPCN library, primary screen | AID 651702, 2012 | TALL-104 LAMP-1 surface exposure; cells stimulated with thapsigargin and PMA | inhibition, % at 10 µM | actives 0.66% (n = 360,000);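 active means inhibition above about 55%, limit read from the data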
PDI inh: inhibitors of human PDI, primary screen, biochemical, turbidity, single point, plate reader; PDI insulin aggregation turbidity, A650, 90 min; inhibition, % at 10 µM; actives 0.052% (n = 350,000); AID 588391, 2011;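 active means mean inhibition across replicates of 30% or more, whatever share of single replicates reach that level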;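 further: absorbance from insulin aggregation driven by PDI reduction with DTT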
Target sequence (P07237 whole entry, looked up): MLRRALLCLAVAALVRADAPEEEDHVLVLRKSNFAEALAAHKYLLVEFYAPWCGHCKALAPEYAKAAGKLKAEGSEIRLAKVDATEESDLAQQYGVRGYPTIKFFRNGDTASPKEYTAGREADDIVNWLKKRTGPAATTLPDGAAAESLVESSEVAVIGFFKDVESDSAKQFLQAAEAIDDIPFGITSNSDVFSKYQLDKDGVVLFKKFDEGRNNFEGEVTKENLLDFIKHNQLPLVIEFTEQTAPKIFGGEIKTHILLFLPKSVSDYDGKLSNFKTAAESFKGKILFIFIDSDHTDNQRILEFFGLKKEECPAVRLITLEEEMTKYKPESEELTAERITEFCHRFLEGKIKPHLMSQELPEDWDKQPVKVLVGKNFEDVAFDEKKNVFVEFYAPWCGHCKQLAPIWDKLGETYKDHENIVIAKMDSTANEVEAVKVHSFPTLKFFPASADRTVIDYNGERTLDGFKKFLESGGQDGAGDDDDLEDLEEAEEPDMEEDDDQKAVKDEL
Vif imaging: HIV Vif self-association inhibitors, primary screen, imaging, HEK293T, single point; HEK293T cells, Vif self-association by quenched fluorescence, 24 h; inhibition, % at 7.49 µM; actives 0.35% (n = 340,000); AID 602346, 2012; in the data active means inhibition above about 50%, passing the limit was not always enough; further: some results filed as inactive read as strong as hits
aDG glyco up: activators of alpha-DG glycosylation, primary screen, uHTS, Pro5-aDG cells, AlphaScreen; alpha-DG glycosylation AlphaScreen (IIH6); 0% Pro5, 100% B10-LARGE cell signal; activation, % at 10 µM; actives 0.22% (n = 360,000); AID 624168, 2012;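 active means activation of at least 8% versus controls, or a plate z-score of at least 8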;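 further: Pro5 are CHO cells carrying HIG-tagged alpha-DG that lacks glycosylation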
CaV13 ICDI inh: Primary screen for inhibitors of IQ motif and Ca2+-dependent inactivation inhibitor domain binding in CACNA1D, Förster resonance energy transfer in living cells, …. HEK cells, CFP/YFP FRET ICDI-IQ, plate reader, 10 min; percent FRET-ratio fall versus neutral wells. inhibition, % at 12.3 µM. actives 0.098% (n = 340,000). AID 743397;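 active means mean replicate inhibition of at least 30% and at least 1% of replicates passing that level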;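 further: 0% = median of the neutral control wells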
The depositor's hits bear a star; x = no result given.

SMILES	m5-HT2A agonist	Cardio protect	iPSC survival up	Glyco luc inh	ABCB6 inh 2	Exocytosis inh	PDI inh	Vif imaging	aDG glyco up	CaV13 ICDI inh
COc1ccc([C@H]2CC(=O)C[C@@H](CCn3cc(-c4ccccn4)nn3)O2)cc1	0	x	0.7	x	106	-2	x	x	0.1	-7
Cc1ccccc1CS(=O)(=O)Cc1ccc(C(=O)N2CCOCC2)o1	0	0	0.8	1	106	-4	-1	2	-0.4	-6
CC(C)(C)OC(=O)N(CCc1ccccc1)Cc1cccc(OCc2cccc(NC(=O)C3CC3)c2)c1	-4	-15	-2.2	-7	90	-1	-2	x	0.2	-2
O=C(/C=C/c1ccc(F)cc1)NCCCN1CCN(CCCNC(=O)/C=C/c2ccc(F)cc2)CC1	-7	-1	-1.2	-2	101	-2	6	0	0.1	-4
CC1CN(C(=O)CN2C(=O)c3ccccc3S2(=O)=O)CC(C)O1 (centres undefined)	3	8	1.6	0	147	9	-20	2	-0.2	x
CC1(C(=O)Nc2ccc3c(c2)OCCO3)CCC(=O)N1C1CC1 (centres undefined)	6	3	-0.9	0	94	2	x	x	0.1	-8
CSc1ccc(CCNC(=O)CN2C(=O)CCSc3ccccc32)cc1	-2	2	0.2	-2	96	2	5	-7	-0.1	-3
CC(C)(C)c1cc(C(=O)O)n[nH]1	2	-2	-0.1	1	96	-2	6	-5	-0.1	-9
CC(=O)N1c2ccc(S(=O)(=O)NCC3CCC(C(=O)N4CCCC(C)C4)CC3)cc2CC1C (centres undefined)	2	-3	-0.4	-3	106	-11	0	11	0.1	-15
COc1ccc(CN2C(=O)CCC2(C)C(=O)NC2CCCCC2)c(OC)c1 (centres undefined)	9	-2	-0.9	2	97	-2	-6	-13	0.1	-6
Cc1ccc(C#N)c(SCc2nnc(-c3ccc(Cl)cc3)o2)n1	2	-12	-4.1	-21	100	2	-9	0	0.3	-6
Cc1nc2ccc(NC(=O)c3ccc([N+](=O)[O-])cc3)cc2[nH]1	1	-1	-0.6	-2	97	-13	1	-1	0.0	-22
Cc1ccc(C(=O)CN2CCN(c3ccccn3)CC2)c(C)c1	4	9	-0.2	1	94	-6	8	0	0.0	-5
CCc1cccc(NC(=O)CN(C)S(=O)(=O)c2cccs2)c1	1	6	-0.8	2	104	-1	2	-3	0.1	-1
CCn1c(=NC(=O)CSC(C)=O)sc2cc(F)ccc21	2	3	-3.7	1	97	-3	3	6	-0.1	x
CS(=O)(=O)Cc1ccc(C(=O)NNC(=O)c2cc(-c3ccccc3)n[nH]2)cc1	-2	-3	-1.7	-1	102	2	3	17	-0.4	-6
CC(=O)c1cccc(NC(=O)c2ccc(CN3CCc4ccccc4C3)cc2)c1	4	1	-0.6	-2	94	19	4	-1	0.1	11
CCS(=O)(=O)Nc1ccc(C2=NN(C(=O)c3ccco3)C(c3ccc(Cl)o3)C2)cc1 (centres undefined)	3	6	1.5	-5	98	-5	6	-4	-0.1	-2
CC(=O)N1CCc2cc(S(=O)(=O)C(C)CC(=O)NCc3ccco3)ccc21 (centres undefined)	2	-1	-4.0	0	100	-4	1	4	0.0	-5
Cc1ccc(Nc2nc(NCCCN3CCOCC3)nc(N)c2[N+](=O)[O-])cc1C	4	20	1.5	9	102	4	-2	-2	-0.2	-3

Pulled one by one from the list above:
SMILES	m5-HT2A agonist	Cardio protect	iPSC survival up	Glyco luc inh	ABCB6 inh 2	Exocytosis inh	PDI inh	Vif imaging	aDG glyco up	CaV13 ICDI inh
CCn1c(=NC(=O)CSC(C)=O)sc2cc(F)ccc21	2	3	-3.7	1	97	-3	3	6	-0.1	x
O=C(/C=C/c1ccc(F)cc1)NCCCN1CCN(CCCNC(=O)/C=C/c2ccc(F)cc2)CC1	-7	-1	-1.2	-2	101	-2	6	0	0.1	-4
CSc1ccc(CCNC(=O)CN2C(=O)CCSc3ccccc32)cc1	-2	2	0.2	-2	96	2	5	-7	-0.1	-3
CC1(C(=O)Nc2ccc3c(c2)OCCO3)CCC(=O)N1C1CC1 (centres undefined)	6	3	-0.9	0	94	2	x	x	0.1	-8
CC(=O)N1CCc2cc(S(=O)(=O)C(C)CC(=O)NCc3ccco3)ccc21 (centres undefined)	2	-1	-4.0	0	100	-4	1	4	0.0	-5

(listing goes on)
SMILES	m5-HT2A agonist	Cardio protect	iPSC survival up	Glyco luc inh	ABCB6 inh 2	Exocytosis inh	PDI inh	Vif imaging	aDG glyco up	CaV13 ICDI inh
CCCC/C(O)=C1\C(=O)CCCC1=NCCc1c(C)[nH]c2ccccc12	1	0	1.1	4	94	0	6	-12	0.1	-2
Cc1nn(Cc2ccc(C(=O)N3N=C(C(F)F)CC3(O)C(F)F)cc2)c(C)c1[N+](=O)[O-] (centres undefined)	-2	-5	-0.2	-3	98	-2	-3	1	0.5	-9
Cc1ccc(N2CN(CCC3=CCCCC3)CNC2=S)cc1	-1	-4	-0.2	1	98	-2	6	-1	0.2	-4
COc1ccccc1/C=C/C(=O)N1CCN(S(=O)(=O)c2cc(C)ccc2C)CC1	-7	-1	-0.4	0	95	0	-4	-8	-0.1	-2
CCC(=O)N1CCN(c2ccc(NC(=O)c3ccc(Br)o3)cc2)CC1	4	1	-2.4	2	107	-2	-4	3	0.3	5
CC(Sc1ncn[nH]1)C(=O)c1c(N)n(C)c(=O)n(C)c1=O (centres undefined)	-4	1	-1.4	2	101	3	1	0	0.3	-16
CCOC(=O)CCCCCC(=O)Nc1ccc2c(c1)C(=O)N([C@@H](C)CO)C[C@@H](C)[C@H](CN(C)C(=O)c1ccncc1)OCCCC[C@H](C)O2	-5	-2	-0.9	0	89	4	8	0	-0.1	-6
COC(=O)c1sccc1-c1ccc(C(=O)Nc2cccc(Cl)c2)o1	-3	1	0.3	-1	98	10	-4	-2	0.3	-5
CC(=O)C1=C(C)N(Cc2ccccc2)C(=O)N[C@H]1CCc1ccccc1	-7	-15	-2.7	-3	97	-1	1	-1	1.1	-12
O=C(c1ccccc1)N1CCN(C(=O)C2CC2)CC1	-3	3	0.0	4	101	-7	-2	15	-0.1	-3
Cn1nnc2cc(C(=O)N3CCN(c4ccccn4)CC3)ccc21	1	-4	0.1	1	97	1	-4	2	0.3	-3
C=CCNC(=O)c1ccc(OC)cc1	7	0	-0.5	1	99	-7	-2	-1	0.0	-19
O=C(CSc1ncc(C(=O)O)n1-c1ccc(F)cc1)NCc1ccc2c(c1)OCO2	4	10	0.2	1	93	-2	-1	1	-0.1	-2
CCOC(=O)c1sc(NC(=O)c2ccccc2C(=O)O)c(C(=O)OCC)c1C	-1	18	0.1	0	92	0	-4	12	0.0	-2
O=C(O)C1=C[C@H](c2csc3ccccc23)C[C@H](OCCCCO)O1	-2	-2	-2.0	-1	94	12	3	-5	-0.1	-5
COc1cccc(NC(=S)N(CCCN2CCCC2)Cc2cccn2Cc2ccc(Cl)cc2)c1	-8	3	-0.6	0	97	12	5	-14	1.2	-4
COc1ccc(N/C=C/C(=O)c2ccc(OC)c(OC)c2)cc1	4	-5	-0.5	3	99	-2	-3	1	-0.1	-7
CC(C)c1ccc(N(CC(=O)NCCSCc2ccco2)S(C)(=O)=O)cc1	2	-5	2.9	-1	100	-2	5	0	0.2	-1
Cc1ccc2nc(SCC(=O)N3CCN(C(=O)c4ccco4)CC3)[nH]c2c1	0	0	-0.6	-3	101	7	-2	-2	-0.2	-2
Cc1cccc(CCN2C(Nc3ccccc3)=NC[C@@H]2C)c1	6	10	-0.8	0	101	5	4	-3	0.1	-11
CCOC(=O)c1ccc(NC(=O)CN2C(=O)C(=O)N(CC(C)C)C2=O)cc1	-4	0	-0.7	2	97	-2	10	-14	0.3	-5
Cc1sc2nc(CSCC(=O)NC(C)(C)C)[nH]c(=O)c2c1C	3	39	1.0	1	115	-1	4	3	0.0	-8
CCCCOC(=O)Nc1ccccc1C(N)=O	-2	2	-0.1	-2	99	13	7	-2	-0.1	-4
CCC(C)C(NC(=O)C1CCC(C)CC1)C(=O)NCCc1ccc(S(N)(=O)=O)cc1 (centres undefined)	2	6	-0.6	0	97	22	-2	4	-0.2	-5
COC(=O)c1cc(CSC(=N)N)ccc1OCCC(C)C	-4	-5	0.0	10	105	-9	-2	3	0.2	-5

Single values from the results shown:
Reading of CCC(C)C(NC(=O)C1CCC(C)CC1)C(=O)NCCc1ccc(S(N)(=O)=O)cc1 (centres undefined) under ABCB6 inh 2: 97
Reading of Cc1sc2nc(CSCC(=O)NC(C)(C)C)[nH]c(=O)c2c1C under Cardio protect: 39
Reading of CCCCOC(=O)Nc1ccccc1C(N)=O under Exocytosis inh: 13
Reading of COC(=O)c1cc(CSC(=N)N)ccc1OCCC(C)C under iPSC survival up: 0.0
Reading of CCOC(=O)c1ccc(NC(=O)CN2C(=O)C(=O)N(CC(C)C)C2=O)cc1 under PDI inh: 10

An excerpt from above in order of the CaV13 ICDI inh value, rising.
| Structure | CaV13 ICDI inh |
| --- | --- |
| Cc1nc2ccc(NC(=O)c3ccc([N+](=O)[O-])cc3)cc2[nH]1 | -22 |
| CC1(C(=O)Nc2ccc3c(c2)OCCO3)CCC(=O)N1C1CC1 (centres undefined) | -8 |
| CC(=O)N1CCc2cc(S(=O)(=O)C(C)CC(=O)NCc3ccco3)ccc21 (centres undefined) | -5 |

The order is random, and some 3.1% of all compounds hit somewhere here.
